Assay outcomes from PubChem.
PTHR1 agonist = PTHR1 (human) receptor agonism; HEK293 GP2 PTHR1 cells, GloSensor cAMP luminescence, 1 h; Potency, µM (series often up to 115 µM), for inactives: top-dose activation, usual class: activators; 410,000 compounds, 0.075% hits; further: potency means the concentration at half of the fitted maximal effect; nearly all actives have a fitted effect of over 55% in size; some results filed as inactive show a strong effect at the top dose; inactives centre near -15; many of its hits are not listed in these tables
Target sequence (Q03431 whole entry, looked up): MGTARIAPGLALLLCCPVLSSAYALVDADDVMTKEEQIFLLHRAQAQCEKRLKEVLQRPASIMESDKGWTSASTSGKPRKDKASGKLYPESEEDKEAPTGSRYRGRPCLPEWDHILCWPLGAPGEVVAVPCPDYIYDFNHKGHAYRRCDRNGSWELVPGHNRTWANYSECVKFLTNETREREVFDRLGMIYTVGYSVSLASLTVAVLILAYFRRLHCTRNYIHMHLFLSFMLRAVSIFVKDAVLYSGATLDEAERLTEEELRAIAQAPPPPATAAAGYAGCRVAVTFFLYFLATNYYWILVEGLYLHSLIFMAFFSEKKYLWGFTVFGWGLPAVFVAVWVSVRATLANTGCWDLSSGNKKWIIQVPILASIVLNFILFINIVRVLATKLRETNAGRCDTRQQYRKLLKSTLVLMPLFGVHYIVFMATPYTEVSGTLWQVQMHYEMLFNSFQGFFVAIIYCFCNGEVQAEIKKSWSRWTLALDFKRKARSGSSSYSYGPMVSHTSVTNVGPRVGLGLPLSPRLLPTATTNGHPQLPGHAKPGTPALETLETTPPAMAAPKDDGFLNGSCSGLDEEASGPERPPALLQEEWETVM
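HEK-293-derived GP2 cells expressing PTHR1 and a GloSensor cAMP reporter, 3,000/well, plated overnight, given luciferin plus IBMX (each 0.5 mM as added) for 1 h at 37 °C, then compound for 1 h at 37 °C. Luminescence was read after 15 min at room temperature.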
aSyn rescue = rescues yeast growth from alpha-synuclein toxicity; 370,000 compounds, 0.14% hits; AID 652106; Yeast expressing alpha-synuclein, growth rescue, BacTiter-Glo, 24 h; Potency, µM (highest dose often 46.1 µM), for inactives: at the highest dose growth rescue (activation), actives largely listed as activators; further: potency means the concentration at half of the fitted maximal effect; % of control where 0% means no effect; nearly all actives have a fitted effect of over 65% in size
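Galactose-induced alpha-syn yeast (OD600=0.02, raffinose-pregrown) + pinned cpd, 24 hr, 30 deg C; growth by BacTiter-Glo luminescence. Growth restoration scores as activation.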
pAkt inh = Akt phosphorylation inhibition; Neuro2A IGF-stimulated pAkt S473 HTRF, 20 min; hits give low values; activity change, % for hits at 50 µM; 360,000 compounds, 0.32% hits; AID 651550; in the data active means activity change below about -80%; inconclusive means mostly about -51% to -80%; further: on the % scale 0 is the no-effect control and ±100 the full control effect
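Neuro2A cells in DMEM with 0.5% FBS, overnight at 37 deg C, given compound at single 50 µM final, then IGF (6 nM final) for 20 min at 37 deg C. Lysed; phospho-Akt Ser473 by HTRF after 24 h, 665/615 ratio.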
DRD3 antagonist = antagonists of human D3 dopamine receptor; P35462; D3R cells, DiscoveRx beta-arrestin luminescence, antagonist mode; hits give low values; max response, negative = inhibition, %; 360,000 compounds, 2.5% hits; in the data active means max response below about -50%; inconclusive means no clear call, values can overlap the other calls; further: on the % scale 0 is the no-effect control and ±100 the full control effect; mostly tested at two doses, the higher about 12 µM
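Cells plated overnight at 1500 cells/well, then exposed to library compounds with dopamine controls for 90 minutes at 37 degrees C. DiscoveRx reagent added for 30–60 minutes at room temperature; luminescence read, quantitative HTS format.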
Abeta rescue = A-beta toxicity reversal in yeast; yeast expressing A-beta42, growth rescue, OD600, 48 h; response scale: 0% DMSO, 100% iron-clioquinol control; Potency, µM (highest dose often 46.1 µM), inactives show top-dose growth rescue, hits mostly activators; 410,000 compounds, 0.063% hits; AID 1347071; further: potency means the concentration at half of the fitted maximal effect; nearly all actives have a fitted effect of over 55% in size
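Yeast A-beta toxicity model in growth medium with pinned compounds, 48 h at 30 C; growth read as absorbance at 600 nm. Normalized to FeCl3/clioquinol equimolar mix (positive) and DMSO (negative).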
GLP1R inv ag = acts as inverse agonist at human GLP-1 receptor. P43220. Potency, µM (series often up to 38.3 µM), without a hit: top-dose activity change, negative = inhibition, most hits filed as inhibitors. 410,000 compounds, 1.6% hits. HEK293 GLP-1R CRE-luciferase, luminescence, 24 h; GLP-1R form is constitutively active. AID 624417; further: potency means the concentration at half of the fitted maximal effect; on the % scale 0 is the no-effect control and ±100 the full control effect; nearly all actives have a fitted effect of over 55% in size
Target sequence (P43220 whole entry, looked up): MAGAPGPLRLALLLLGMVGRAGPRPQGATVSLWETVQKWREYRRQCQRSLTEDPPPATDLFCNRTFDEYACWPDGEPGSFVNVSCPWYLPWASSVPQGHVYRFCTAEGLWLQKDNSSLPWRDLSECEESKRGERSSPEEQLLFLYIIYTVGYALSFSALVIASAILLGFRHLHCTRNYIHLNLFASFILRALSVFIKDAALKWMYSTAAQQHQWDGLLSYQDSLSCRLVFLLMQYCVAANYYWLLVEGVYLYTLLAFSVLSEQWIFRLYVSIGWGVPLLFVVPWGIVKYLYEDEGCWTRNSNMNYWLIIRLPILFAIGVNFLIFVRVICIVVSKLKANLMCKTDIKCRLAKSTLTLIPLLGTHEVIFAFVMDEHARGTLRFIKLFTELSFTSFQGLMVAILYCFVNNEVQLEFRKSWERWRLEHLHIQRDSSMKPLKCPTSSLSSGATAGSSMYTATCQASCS
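qHTS in 1536-well format: reporter HEK293 cells expressing constitutive GLP-1R activity in DMEM + 10% Nu serum, 24 hr with compounds at 37 deg C, luminescence read after 12 min with detection reagent.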
TDP43 rescue = TDP-43 toxicity inhibition in yeast; TDP-43 expressing yeast growth rescue, BacTiter-Glo, 24 h; Potency, µM (series often up to 46.1 µM), for the others: top-dose growth rescue (activation), most hits filed as activators; 410,000 compounds, 1.8% hits; further: potency means the concentration at half of the fitted maximal effect; % of control where 0% means no effect; nearly all actives have a fitted effect of over 50% in size
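Growth rescue of TDP-43-toxic yeast measured as ATP luminescence (BacTiter-Glo). Cells grown to mid-log in raffinose, induced in galactose at OD600=0.02, exposed to compound 24 hr at 30 deg C.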
FUS suppressor = rescues growth of FUS-expressing yeast; S. cerevisiae FUS-expressing, growth rescue, OD600, 24 h; Potency, µM (highest dose often 76.6 µM), inactives show top-dose growth rescue (activation), most hits filed as activators; 390,000 compounds, 0.24% hits; AID 1347120;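 further: potency means the concentration at half of the fitted maximal effect; plate controls were DMSO vehicle for no effect and reference control for full effect; nearly all actives have a fitted effect of over 55% in size; some results filed as inactive show a strong effect at the top dose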
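Galactose (2%) drives FUS expression in yeast precultured in raffinose; seeding density OD 0.005. Test compounds incubated 24hr at 30C and 99% humidity before absorbance at 600 nm was measured.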
GLP1R ag = agonists of human GLP-1 receptor | HEK293 GLP-1R CRE-luciferase, luminescence, 4-6 h; cells express a hypersensitive GLP-1R form | 380,000 compounds, 0.007% hits | Potency, µM (titrated, usually from 45.6 µM), without a hit: at the highest dose activation, most hits filed as activators; further: potency means the concentration at half of the fitted maximal effect; % of control where 0% means no effect
* = called active by the depositor; i = inactive; ? = inconclusive; · = not tested or not shown; [ ] = another dose, or the depositor's remark. Unless noted, the call rests on the fitted dose curve; in most records, active means well fitted curve in the direction sought with a large enough effect; inconclusive means small, poorly fitted or top-dose-only effect, or another doubt; inactive means no such curve, though single readings can be large; an effect the other way counts as inactive or inconclusive. Not all compounds are listed; count on the stated rates, not on these rows.

SMILES	PTHR1 agonist	aSyn rescue	pAkt inh	DRD3 antagonist	Abeta rescue	GLP1R inv ag	TDP43 rescue	FUS suppressor	GLP1R ag
CCCC(=O)Nc1ccc(C(=O)O)cc1NC(=O)CCC	-1%[57.5 µM]	0%	i	-19	-1%	-2%	-9%	1%	-7%
Cc1ccc(CN(c2ccc(C(=O)NCc3cccnc3)cc2)S(C)(=O)=O)cc1	-22%[57.5 µM]	0%	i	15	21%	-1%	-17%	10%	0%
CCCCCc1c(-c2cccc(Cl)c2)ncn1CCc1ccccc1OC	-17%	-2%	i	-23	1%	4%	30%	21%	1%
COc1cccc(C2NC(CC(C)C)(C(=O)O)C3C(=O)N(Cc4ccccc4)C(=O)C23)c1O (configuration not stated)	-2%[57.5 µM]	2%	i	16	15%	15%	0%	18%	-1%
O=S(=O)(c1ccc2c(c1)OCCO2)N1CCc2ccccc21	-34%[inhibitor]	14%	i	6	11%	?	27%	?	11%
CCOc1ccc(CN(C)C(=O)c2ccc(=O)[nH]c2)cc1	i	2%	i	-21	0%	11%	0%	5%	1%
COc1ccc(NC(=O)CCS(=O)(=O)c2ccc3nc(C)sc3c2)cc1OC	i	-5%	i	-18	8%	16%	7%	-26%	2%
C=CCC1(CC=C)CCCN1C(=O)c1cc(COc2cccc(OC)c2)on1	-19%	-3%	i	9	-1%	?	9%	22%	15%
Cc1ccccc1CSc1nc2ccccc2c(=O)n1C	-31%[inhibitor]	-7%[1.84 µM]	i	-16	-4%	-14%	-2%	19%	5%
O=C(Nc1ccc(C(F)(F)F)cc1)c1cnc(N2CCN(c3ccccn3)CC2)c2ccccc12	-27%	-2%	i	35	2%	-11%[7.66 µM]	4%[9.22 µM]	22%	3%
COc1ccc(CCNC(=O)COC(=O)/C=C/c2cccc(F)c2)cc1	-13%	2%	i	-15	24%	7%	?	11%	-3%
CCCCN(CCCC)C(=O)c1sc2nc(N3CCOCC3)c3c(c2c1N)CCCC3	i	15%	i	-14	12%	?	3%	14%	2%
COc1c(Cl)cccc1-c1cn2ccc(C)cc2n1	-25%	-11%	i	-2	-10%	?	4%	-15%	18%
COC(=O)C[C@H]1C[C@H]2c3cc(NC(=O)Cc4ccncc4)ccc3O[C@H]2[C@@H](CO)O1	-28%	8%	i	25	6%	2%	?	-22%	-1%
O=C1Nc2ccc(F)cc2C12Nc1ccccc1-c1nnc(SCc3ccccc3Cl)nc1O2 (configuration not stated)	-20%[57.5 µM]	-25%	i	?	-16%	-24%	-13%	40%	-2%
CN1CCN(C(=O)c2cccc(S(=O)(=O)N3CCCC3)c2)CC1	-18%	1%	i	8	14%	10%	10%	-14%	-1%
CCCNC(=O)c1c(NC(=O)c2ccccc2F)sc2c1CCCCC2	i	·	·	·	8%	7%	13%	-1%	·
CCNC(=O)NC(=O)C(C)OC(=O)c1oc2ccccc2c1CSC1CCCCC1 (configuration not stated)	-4%	7%	i	-10	2%	0%	13%	·	-5%
Fc1ccccc1NC(=S)N1CCOCC1	-21%	-4%	i	6	-19%	15%	1%	-36%	2%
O=c1c(Br)c(Br)cnn1-c1ccccc1	-27%	-12%	i	-72*	-83%[inhibitor]	?	-15%	12%	-4%
CCC(NC(=O)c1ccccc1NC(=O)c1ccccc1)C(=O)NNC(=O)c1cccnc1 (configuration not stated)	-23%	-1%	i	6	-7%	17%	-1%	37%	-4%
C=C(C)C1CC=C(C)/C(=N/NC(=O)COc2cccc(C)c2)C1 (configuration not stated)	i	8%	i	4	-1%	?	0%	12%	7%
CC1(C(=O)Nc2nc3ccc(S(C)(=O)=O)cc3s2)CC1(Cl)Cl (configuration not stated)	-24%	0%	i	-5	12%	-38%	-15%	22%	0%
O=C(NC1(C(F)(F)F)NC(=O)N(c2ccc(F)cc2)C1=O)c1cccs1 (configuration not stated)	i	4%	i	-7	-11%	0%	11%	·	-15%
CC(=O)N1CCCc2ccc(NS(=O)(=O)c3cccc(Cl)c3)cc21	i	·	·	·	-2%	7%	22%	-11%	·
CSc1nc(C)cc(C)c1C(N)=O	-11%[57.5 µM]	0%	i	113	-5%	-14%	4%	-2%	-10%
O=C(COC(=O)C1COc2ccccc2O1)NC(=O)NC1CCCCC1 (configuration not stated)	-7%[57.5 µM]	6%	i	138	33%	-3%	-7%	12%	-9%
Cc1ccc(S(=O)(=O)Nc2c(C)cc([N+](=O)[O-])cc2C)cc1	-13%	18%	i	-14	-13%	-7%	14µM*	·	1%
CCN(CC)S(=O)(=O)c1ccc(N(C)C)c(NC(=O)CC(NC(C)=O)c2ccccc2)c1 (configuration not stated)	-15%	-5%	i	0	-3%	20%	·	26%	-3%
CCCN(C(=O)c1nn(-c2ccc(OC)cc2)c(=O)c2c1c1ccccc1n2C)c1ccc(CC)cc1	-62%	·	·	·	1%	4%	17%	-5%	·
O=C(NCCCN1CCCC1=O)c1cc(NS(=O)(=O)c2ccc(F)cc2)cc(NS(=O)(=O)c2ccc(F)cc2)c1	i	-12%	i	-13	6%	0%	7%	?	-3%
Cc1csc(C(=O)O)c1-c1c(C)csc1C(=O)O	3%	1%	i	25	2%	20%	10%	-18%	2%
Cc1ccc(NC(=O)CN2C(=O)NC(Cc3ccccc3)C2=O)c(Br)c1 (configuration not stated)	-6%	1%	i	4	-9%	7%	0%	-6%	-3%
CCCCC(CCC(=O)Nc1ccc(C(=O)OCC)cc1)C(=O)O (configuration not stated)	i	-3%	i	-15	14%	6%	-7%	12%	0%
O=S(=O)(c1ccccc1)c1nc(NCc2ccccc2)sc1Cl	-41%[inhibitor]	-1%	i	-16	0%	0%	20µM*	·	2%
O=C(c1cc2ccccc2oc1=O)N1CCN(c2ccc(N3CCOCC3)nn2)CC1	i	-1%	i	-21	-10%	-3%	12%	-8%	-2%
COc1ccc(NC(=O)c2ccc(-n3cccn3)c([N+](=O)[O-])c2)cc1	-7%	-6%	i	-9	-15%	7%	6%	1%	11%
CCOC(=O)C1=C(Nc2ccccc2)OCC1=O	i	-6%	i	19	0%	0%	-15%	15%	0%
O=C(O)c1ccccc1-c1ccc([N+](=O)[O-])cc1Cl	0%	-1%	i	-22	11%	12%	14%	2%	-3%
CCCCCCCCN1C(=O)[C@H](CC(=O)N2CCN(C(=O)C3CC3)CC2)C[C@@]2(C(=O)OCC)CCCC=C12	-7%	4%	i	10	-7%	?	14%	?	1%
Cc1ccc(NC(=O)COC(=O)[C@H](C)NC(N)=O)c(C)c1	i	-9%	i	-5	-6%	2%	1%	-5%	4%
CC(=O)N(CC(C)C(=O)O)c1c(I)cc(I)c(N)c1I (configuration not stated)	-18%	1%	i	15	0%	4%	?	-18%	16%
COc1ccccc1Cc1nnc(NC(=O)C2CCN(C(=O)c3ccco3)CC2)s1	-12%	-4%	i	-16	-9%	7%	-20%	15%	12%
O=C(CSc1nc(-c2ccccc2)c(-c2ccccc2)[nH]1)N1CCN(S(=O)(=O)c2ccccc2)CC1	i	1%	i	?	11%	?	3%	?	-18%
Cc1ccc(Oc2cc(NN3CCCCC3)c([N+](=O)[O-])cc2[N+](=O)[O-])c(Cl)c1	-2%	8%	i	4	-8%	5%	0%	-18%	-5%
CS(=O)(=O)N1N=C(c2ccco2)CC1c1ccc(Br)cc1 (configuration not stated)	i	0%	i	5	24%	-13%	19%	24%	11%
CCc1c(C)nc(SCC(=O)NC2CCCC2)[nH]c1=O	-13%	0%	i	-1	5%	6%	-10%	2%	5%
COc1cccc(CC(=O)Nc2ccc(F)c(S(=O)(=O)N3CCOCC3)c2)c1	i	6%	i	8	-2%	5%	-25%	9%	11%

Sorted by number of heavy atoms (lowest first): part of the list above
SMILES	PTHR1 agonist	aSyn rescue	pAkt inh	DRD3 antagonist	Abeta rescue	GLP1R inv ag	TDP43 rescue	FUS suppressor	GLP1R ag
O=C(O)c1ccccc1-c1ccc([N+](=O)[O-])cc1Cl	0%	-1%	i	-22	11%	12%	14%	2%	-3%
CCc1c(C)nc(SCC(=O)NC2CCCC2)[nH]c1=O	-13%	0%	i	-1	5%	6%	-10%	2%	5%
COc1cccc(CC(=O)Nc2ccc(F)c(S(=O)(=O)N3CCOCC3)c2)c1	i	6%	i	8	-2%	5%	-25%	9%	11%

Continued.
SMILES	PTHR1 agonist	aSyn rescue	pAkt inh	DRD3 antagonist	Abeta rescue	GLP1R inv ag	TDP43 rescue	FUS suppressor	GLP1R ag
CCCC1(C(=O)OCC)NC(c2ccc(N(C)C)cc2)C2C(=O)N(c3ccccc3)C(=O)C21 (configuration not stated)	-7%	0%	i	2	8%	-1%	10%	?	-3%
Cc1nc2ccccc2c(=O)n1/N=C/c1cn[nH]c1-c1ccccc1	-3%	-4%	i	48	-1%	34%	-1%	30%	23%
O=C(NCc1ccncc1)c1ccc(Oc2ccccc2)cc1	-35%[inhibitor]	10%	i	12	-3%	?	24%	-7%	4%
Cn1nc(-c2ccccc2)c2cc(C(=O)O)sc21	i	21%	i	-24	-27%	16%	0%	20%	-1%
Cn1c(CCNC(=O)c2ccco2)nc2cc(NC(=O)NC3CCCCC3)ccc21	-23%	-2%	i	10	-5%	-2%	2%	15%	-1%
Cc1nc2ccc(S(=O)(=O)N(CC(=O)Nc3cccc(Cl)c3)Cc3ccccc3)cc2s1	-20%	·	·	·	-3%	-39%	9%	11%	·
CC(C(=O)N=c1sc2ccccc2n1C)N1C(=O)C2CC=CCC2C1=O (configuration not stated)	-8%[57.5 µM]	0%	i	9	17%	-3%	9%	19%	2%
CC(NC(=O)c1cc(Sc2ccc(F)cc2F)nc2ccccc12)c1ccccc1 (configuration not stated)	-19%	·	·	·	-19%	?	18%	23%	·
